D3 ag = agonists of human D3 dopamine receptor; P35462; D3R DiscoveRx beta-arrestin cells, luminescence, 90 min; max activation, %; 410,000 tested, 0.58% active; AID 652048; in the data active = max activation above about 30%; note: 0% is about no effect; mostly tested at two doses, the higher about 12 µM
Target sequence (P35462 whole entry, looked up): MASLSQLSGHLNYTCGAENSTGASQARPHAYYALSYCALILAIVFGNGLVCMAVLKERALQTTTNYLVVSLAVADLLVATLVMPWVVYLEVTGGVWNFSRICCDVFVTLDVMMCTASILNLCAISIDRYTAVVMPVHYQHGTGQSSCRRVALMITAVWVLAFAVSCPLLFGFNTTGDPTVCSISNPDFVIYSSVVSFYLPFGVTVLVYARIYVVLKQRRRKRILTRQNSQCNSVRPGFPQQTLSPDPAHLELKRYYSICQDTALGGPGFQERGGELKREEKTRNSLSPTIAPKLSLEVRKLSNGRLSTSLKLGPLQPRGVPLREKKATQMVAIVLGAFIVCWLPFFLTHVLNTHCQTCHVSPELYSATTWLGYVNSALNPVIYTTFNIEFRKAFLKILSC
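Cells at 1500/well, incubated overnight, then treated with pinned compounds (dopamine as control) for 90 min at 37 degrees C. DiscoveRx reagent added for 30 - 60 minutes at room temperature; luminescence read.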
D3 antag = blocks the human D3 dopamine receptor | AID 652054 | D3R cells, DiscoveRx beta-arrestin luminescence, antagonist mode; active compounds read low | P35462 | max response, negative = inhibition, % | 360,000 tested, 2.5% active; in the data active = max response below about -50%; inconclusive = no clear call, values can overlap the other calls; note: % is set by controls: 0 for no effect and ±100 for the full control effect; mostly tested at two doses, the higher about 12 µM
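Cells plated overnight at 1500 cells/well, then exposed to library compounds with dopamine controls for 90 minutes at 37 degrees C. DiscoveRx reagent added for 30–60 minutes at room temperature; luminescence read, quantitative HTS format.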
GLP-1R agonist = agonists of human GLP-1 receptor; P43220; HEK293 GLP-1R CRE-luciferase, luminescence, 4-6 h; cells express a hypersensitive GLP-1R form; Potency, µM (doses to about 45.6 µM), inactives show top-dose activation, actives largely listed as activators; 380,000 tested, 0.007% active; AID 624172; note: potency is the fitted concentration of half-maximal effect; % of control where 0% means no effect
Target sequence (P43220 whole entry, looked up): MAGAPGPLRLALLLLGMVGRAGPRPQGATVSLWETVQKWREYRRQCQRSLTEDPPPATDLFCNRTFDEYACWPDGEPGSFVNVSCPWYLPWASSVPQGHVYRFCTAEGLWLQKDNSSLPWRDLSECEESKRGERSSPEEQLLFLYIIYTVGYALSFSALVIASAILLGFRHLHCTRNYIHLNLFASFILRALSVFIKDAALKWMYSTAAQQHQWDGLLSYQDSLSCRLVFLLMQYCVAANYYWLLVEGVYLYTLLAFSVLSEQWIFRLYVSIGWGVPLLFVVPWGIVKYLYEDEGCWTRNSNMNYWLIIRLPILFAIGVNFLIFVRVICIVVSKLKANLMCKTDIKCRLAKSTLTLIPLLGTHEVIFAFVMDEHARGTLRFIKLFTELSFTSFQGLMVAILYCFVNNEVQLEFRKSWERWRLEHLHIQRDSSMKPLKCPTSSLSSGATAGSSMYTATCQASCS
KB-3-1 tox = kills parental KB-3-1 adenocarcinoma cells; AID 1347075; 400,000 tested, 1.4% active; KB-3-1 viability, CellTiter-Glo ATP luminescence, 72 h; Potency, µM (doses to about 46.1 µM), for inactives: top-dose activity change, negative = cytotoxic, usual class: cytotoxic; note: potency is the fitted concentration of half-maximal effect; % is set by controls: 0 for no effect and ±100 for the full control effect; nearly all actives have a fitted effect of over 60% in size
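Using CellTiter-Glo luminescence, growth of non-resistant KB-3-1 adenocarcinoma cells is assessed 72 h after pin-tool compound addition at 37 °C. Normalized responses across the concentration series yield fitted curves.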
IL-1B inflam inh = inflammasome signaling inhibition, IL-1 beta readout; 360,000 tested, 4.7% active; AID 743279; activity change, % at 57.5 µM; THP-1 LPS/ATP IL-1B secretion, AlphaLISA, 16 h; active compounds read low; in the data active = activity change below about -50%; inconclusive = mostly about -30% to -49%; note: % is set by controls: 0 for no effect and ±100 for the full control effect
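Secreted IL-1B measured by AlphaLISA bead assay after 16 h compound exposure of THP-1 cells; compounds (final up to 57.5 uM) added 1 h before LPS (250 ng/mL) and ATP (1.25 mM) stimulation; lower signal means less secretion.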
KB-V1 cytotox = kills drug-selected multidrug resistant KB-V1 cells; KB-V1 MDR cells viability, CellTiter-Glo, 72 h; Potency, µM (top dose mostly 46.1 µM), for the others: at the highest dose activity change, negative = cytotoxicity, usual class: cytotoxic; 400,000 tested, 3.4% active; AID 1347076; note: potency is the fitted concentration of half-maximal effect; % is set by controls: 0 for no effect and ±100 for the full control effect; nearly all actives have a fitted effect of over 60% in size
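Drug-selected KB-V1 cells, grown in DMEM lacking phenol red with 10% FBS, receive compound titrations; after three days at 37 degrees C, surviving cell ATP is quantified by CellTiter-Glo luminescence and responses normalized and curve-fitted.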
HT1080 IDH1KD tx = HT-1080 IDH1 knockdown cell toxicity (counter line); AID 686971; Potency, µM (doses to about 46.1 µM), for the others: top-dose activity, negative = toxicity, usual class: cytotoxic; HT-1080 IDH1 knockdown viability, ATP luminescence, 48 h; 360,000 tested, 2% active;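 note: potency is the fitted concentration of half-maximal effect; 0% = DMSO wells and -100% = cell-free medium wells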
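Knockdown cells (IDH1KD HT-1080) received compounds 2 h after plating at 750 cells/well and were kept 48 h at 37 °C in 5% FBS RPMI. A CellTiter-Glo luminescence read gave % activity for curve fitting.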
SW480 rereplic = inducers of DNA re-replication in SW480 colon cancer cells; AID 624297; 340,000 tested, 1.8% active; Potency, µM (doses to about 46.1 µM), inactives show at the highest dose re-replication activation, hits mostly activators; SW480 DNA re-replication, Hoechst DNA content imaging, 48 h; note: potency is the fitted concentration of half-maximal effect; % of control where 0% means no effect; nearly all actives have a fitted effect of over 55% in size
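SW480 cells exposed to compounds for 48 hr at 37 C, 5% CO2, then Hoechst-stained 40 min. Nuclear DNA content imaged by fluorescence scanning (405 nm excitation, 500-530 nm emission); re-replication scored as increased high-intensity nuclei.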
HT1080-NT tox = kills 2HG-producing HT-1080-NT fibrosarcoma cells; 360,000 tested, 1.6% active; AID 686970; HT-1080-NT fibrosarcoma viability, CellTiter-Glo ATP luminescence, 48 h; Potency, µM (titrated, usually from 46.1 µM), inactives show at the highest dose activity, negative = less viability, actives largely listed as cytotoxic;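 note: NT is the 2HG producing partner of a matched IDH1 knockdown line; potency is the fitted concentration of half-maximal effect; 0% = DMSO-treated cells and -100% = media-only wells without cells; nearly all actives have a fitted effect of over 55% in size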
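A 48-hour cytotoxicity screen used HT-1080-NT cells plated 2 hours before compound delivery. ATP-based CellTiter-Glo luminescence measured viability, normalized to DMSO and no-cell controls.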
Starred values were filed as active, the others as inactive; ? = inconclusive; / = no result given; & = joins results of further samples; [ ] = dose if it differs, or a comment. Unless noted, calls come from the whole dose curve; as a rule, active = well fitted curve in the direction sought with a large enough effect; inconclusive = small, poorly fitted or top-dose-only effect, or another doubt; inactive = no such curve, though single readings can be large; an effect the other way counts as inactive or inconclusive. No enrichment for hits; 12% or so of the library scored in one or more.

SMILES	D3 ag	D3 antag	GLP-1R agonist	KB-3-1 tox	IL-1B inflam inh	KB-V1 cytotox	HT1080 IDH1KD tx	SW480 rereplic	HT1080-NT tox
NS(=O)(=O)c1ccc(NC(=O)CCCCCN2C(=O)c3ccccc3C2=O)cc1	1.5	19.6	1.2%	3.8%	16.8	0.0%	-1.3%	?	6.9%
COC(=O)/C(C#N)=C\c1c(OC)[nH]c2ccccc12	-8.3	-8.5	-1.4%	-7.8%	5.6	?	-21.6%	?	-5.5%
Cc1ccc(C)c(C(=O)NC(C)c2ccc(-n3ccnc3)cc2)c1 (stereo not drawn)	-15.5	-22.2	2.6%	/	-5.6	/	-10.0%	5.7%	-2.3%
COc1ccc2nnc(-c3ccc(C(F)(F)F)cc3)n2n1	5.2	0.5	6.0%	-1.1%	54.4	2.4%	-8.2%	-19.2%	7.9%
C=CCc1ccccc1OCC(O)CN1CCN(c2ccccc2OC)CC1 (stereo not drawn)	-12.1&3.0	-138.6*	1.9%&-5.7%	3.7%&1.4%	?	?	?	23.4%	?
CC(C)COc1cccc(C(=O)Nc2ccc(S(=O)(=O)N3CCOCC3)cc2)c1	5.6	-7.4	10.4%	0.0%	-25.5	?	23.7%	?	?
CN(CC(=O)Nc1c(Cl)cccc1Cl)C(=O)c1cc2ccccc2cc1O	-3.6	11.4	22.4%	-10.0%	-6.1	1.5%	-12.2%	-53.2%[inhibitor]	-10.9%
Cc1ccc(C(=O)N(c2c(C)n(C)n(-c3ccccc3)c2=O)C(C)C)cc1	-1.6	18.9	-0.1%	-5.1%	-5.9	8.2%	-20.4%[9.24 µM]	-3.6%	0.5%
COC(=O)c1cn(CCOc2ccccc2)c2ccccc12	5.0	0.0	11.9%	-29.2%	-14.7	?	-0.6%[9.24 µM]	8.4%	-14.1%
CCCCCc1c(-c2ccccc2OC)ncn1CCc1ccccc1OC	-5.1	61.7	-7.4%	23.1µM*	-94.7*	11.6µM*	16.4µM*	/	16.4µM*
O=C(CCn1c(=S)[nH]c2ccccc2c1=O)NCC1CCCO1 (stereo not drawn)	-15.0	-20.0	0.9%	-3.1%	0.0	14.0%	-6.1%	-2.0%	-4.3%[9.24 µM]
COc1ccc(NC(=O)c2cc3c(s2)CCC3)cc1S(=O)(=O)N1CCOCC1	-0.9	-1.3	-4.6%	-2.2%	25.1	0.0%	-15.0%	?	-5.2%
NC(=O)c1ccc(NC(=O)COC(=O)CCC(=O)c2ccc(Cl)cc2)cc1	0.3	10.1	-0.4%	-0.9%	9.9	12.5%	9.2%	-116.7%[inhibitor]	5.7%
Cc1c(C(=O)NCc2cccs2)oc2ccc(S(=O)(=O)N3CCOCC3)cc12	6.8	24.6	16.0%	2.6%	?	?	-10.6%	-7.4%	3.1%
Cc1ccc(C(C)C)c(OCc2ccc(-c3nnco3)cc2)c1	20.9	72.1	6.5%	-8.9%	-24.6	-21.8%	?	9.2%	?

Copied from the list.
KB-3-1 tox with NC(=O)c1ccc(NC(=O)COC(=O)CCC(=O)c2ccc(Cl)cc2)cc1 : -0.9%
HT1080-NT tox with NS(=O)(=O)c1ccc(NC(=O)CCCCCN2C(=O)c3ccccc3C2=O)cc1 : 6.9%
HT1080 IDH1KD tx with Cc1ccc(C)c(C(=O)NC(C)c2ccc(-n3ccnc3)cc2)c1 (stereo not drawn) : -10.0%
KB-V1 cytotox with Cc1ccc(C(C)C)c(OCc2ccc(-c3nnco3)cc2)c1 : -21.8%

2 entries from above, set out differently.
mol: COC(=O)c1cn(CCOc2ccccc2)c2ccccc12
  D3 ag: 5.0
  D3 antag: 0.0
  GLP-1R agonist: 11.9%
  KB-3-1 tox: -29.2%
  IL-1B inflam inh: -14.7
  KB-V1 cytotox: ?
  HT1080 IDH1KD tx: -0.6%[9.24 µM]
  SW480 rereplic: 8.4%
  HT1080-NT tox: -14.1%
mol: CCCCCc1c(-c2ccccc2OC)ncn1CCc1ccccc1OC
  D3 ag: -5.1
  D3 antag: 61.7
  GLP-1R agonist: -7.4%
  KB-3-1 tox: 23.1µM*
  IL-1B inflam inh: -94.7*
  KB-V1 cytotox: 11.6µM*
  HT1080 IDH1KD tx: 16.4µM*
  SW480 rereplic: /
  HT1080-NT tox: 16.4µM*

Going on with the list:
SMILES	D3 ag	D3 antag	GLP-1R agonist	KB-3-1 tox	IL-1B inflam inh	KB-V1 cytotox	HT1080 IDH1KD tx	SW480 rereplic	HT1080-NT tox
CCC(CCC(=O)NNC(=O)Cc1ccc([N+](=O)[O-])cc1)C(=O)O (stereo not drawn)	5.3	11.3	-4.4%	2.0%	8.2	?	7.7%	-26.6%	7.3%
COc1ccc(-c2nn(CCC#N)cc2C(=O)Nc2cccc(C(=O)O)c2)cc1OC	2.9	-27.7	-1.0%	-2.4%	4.5	-0.2%	5.6%	1.7%	11.1%
CC1CCN(S(=O)(=O)c2ccc(NC(=O)c3ccncc3)cc2)CC1	-0.3	13.1	9.6%	16.4µM*	-4.0	?	?	-6.8%	-22.4%
CCCS(=O)(=O)NC(=O)C1(C)CCCN(C(=O)c2ccc(C(=O)OC)cc2)C1 (stereo not drawn)	-9.0	0.0	-6.4%	0.0%	0.0	5.4%	8.2%	/	?
Cc1ccccc1S(=O)Cc1ccc(C(=O)NC2CC2)o1 (stereo not drawn)	0.9	-0.9	-4.5%	0.0%	-9.0	14.8%	1.4%	1.0%	5.0%
CCCOc1ccc(/C=N\NC(=O)CCc2n[nH]c(=O)[nH]c2=O)cc1OC	5.9	-9.2	2.9%	-4.9%	27.7	15.4%	4.8%	-1.7%	7.9%
O=C(c1ccccc1F)N1CCN(c2ccc([N+](=O)[O-])c(NCc3cccnc3)c2)CC1	5.3	-13.6	23.4%	0.2%	/	-29.1%	-17.7%	3.2%	-20.7%
COc1ccc(C(=O)NCC(=O)N/N=C/c2cn(C)c3ccccc23)cc1OC	-3.2	0.2	8.6%	-2.7%	-9.4	?	-6.5%	-5.6%	-14.1%
CCC(C)C(CO)NCCCn1cnc2c(OC)ncnc21 (stereo not drawn)	3.6	0.7	-0.3%	-0.9%	21.6	20.3%	3.9%	/	?
O=C(NCc1ccc(F)cc1)c1cccs1	3.0	-12.5	-7.0%	12.7%	9.6	-1.0%	-2.5%	2.2%	-3.1%
CC(=O)c1ccc2c3c(ccc([N+](=O)[O-])c13)CC2	-1.7	-16.4	9.8%	6.7%	-21.4	6.8%	4.2%	/	2.1%
CC(=O)Nc1ccc(C(=O)NNC(=O)Cc2ccccc2)cc1	4.7	4.0	12.7%	-2.0%	10.6	5.7%	3.5%	1.4%	8.7%
COc1ccc(CCNCC(O)Cn2c3ccccc3c3ccccc32)cc1OC (stereo not drawn)	-9.7	1.2	4.2%	?	-54.9*	?	23.1µM*	-2.0%	-6.0%
CCOC(=O)C1(CC2CCCCO2)CCN(S(=O)(=O)c2cc(C)cs2)CC1 (stereo not drawn)	-22.1	1.6	7.6%	-20.0%	19.5	?	-14.6%	4.3%	-9.1%
O=S(=O)(c1ccc(F)c(Cl)c1)N1CCCC1	-1.9	-15.5	4.5%	-2.2%	-5.2	1.0%	11.1%	-4.2%	5.9%
O=C1CC(SC2=NCCS2)C(=O)N1c1ccc(Cl)cc1 (stereo not drawn)	17.5	-3.8	-0.1%	6.9%	-0.2	9.3%	13.1%	-5.7%	8.5%
c1ccc(C2CNCCc3ccccc32)cc1 (stereo not drawn)	-4.8	-15.3	12.1%	-3.8%	0.0	9.2%	-2.6%	-33.3%[inhibitor]	-18.0%
O=C(Cn1cnc2c(NC(=O)OCc3ccccc3)ncnc21)NCc1ccccn1	-2.1	0.0	-1.9%	-6.8%	9.2	-6.4%	-3.1%	-2.6%	-1.9%
C=CCSc1nnc(-c2cc3c(-c4ccccc4)nn(C)c3s2)n1C	-18.2	-19.0	11.0%	-5.3%	-62.0*	?	-5.4%	3.8%	-12.1%
O=c1[nH]c(/C=C/c2cccnc2)c([N+](=O)[O-])c(=O)[nH]1	-6.4	2.3	0.5%	10.3%	8.6	-2.4%	0.0%	1.1%	4.0%
Clc1ccc(OCCCCCN2CCOCC2)cc1	-15.8	16.7	6.8%	-21.4%	3.0	-1.0%	-6.1%	-6.5%	-10.8%
Cc1nc(-c2ccc(NC(=O)c3ccccc3)cc2)cs1	5.4	-9.2	2.0%	?	0.0	?	?	-0.1%	?
CCCc1[nH]nc2c1C(c1ccc(OC(=O)N3CCOCC3)c(OC)c1)C(C#N)=C(N)O2 (stereo not drawn)	12.0	20.3	-4.3%	0.0%	-18.0	-0.8%	4.3%	-7.1%	3.1%
CC(=O)N1CCN(C(=S)Nc2ccc(SC(F)F)cc2)CC1	-1.8	-15.9	3.7%	-18.8%	-4.6	20.6µM*	-2.8%	1.8%	8.9%
Cc1ccc(S(=O)(=O)CCC(=O)OCC(=O)c2ccc(C)c(C)c2)cc1	6.1	0.9	-3.2%	9.4%	9.1	2.3%	9.9%	-10.0%	16.1%
CS(=O)(=O)c1ccc(Cl)c(NC(=O)CSc2nnc3n2CCCCC3)c1	-2.8	-9.9	-2.1%	20.9%	24.1	2.6%	6.0%	/	7.4%
CCCN(CCC)S(=O)(=O)c1ccc(C(=O)Nc2c(C)n(C)n(-c3ccccc3)c2=O)cc1	9.5	-4.7	1.3%	8.4%	16.5	-21.1%	8.4%	0.5%	9.6%
O=C(CN1CCN(CN2C(=O)NC3(CCCCCC3)C2=O)CC1)Nc1cccc(F)c1	-7.3	4.7	-3.2%	-17.0%	-5.3	-2.2%	-2.0%	-2.6%	0.2%
CC(=O)Nc1ccc(NC(=O)CCC(=O)Oc2ccc(C)cc2)cc1	2.4	8.4	4.9%	4.9%	9.7	22.6%	-2.4%	-7.6%	11.0%
CCN(CC)S(=O)(=O)c1ccc(S(=O)(=O)N2CCN(CCC#N)CC2)cc1	-6.7	0.0	-3.7%	-12.9%	-20.6	-8.1%	2.0%	1.7%	0.3%

Screening data: PubChem, National Center for Advancing Translational Sciences (NCATS)
